Bioassay records (PubChem BioAssay)
NR3A LBD binder – binders of NR3A ligand-binding domain, primary screen, biophysical, differential scanning fluorimetry, uHTS. Glutamate receptor ionotropic, NMDA 3A (GRIN3A) ligand-binding domain. NR3A LBD differential scanning fluorimetry, Tm shift; 0% = protein alone, 100% = glycine-bound protein. Tm shift relative to glycine control, % at 25 µM. 340,000 compounds, 2.5% hits;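 active = melting temperature shift of at least 10% of the positive control shift, at one fixed dose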
CHOP UPR activ – activators of apoptotic CHOP UPR arm, primary screen, cell-based, CHO-CHOP luciferase reporter, luminescence, uHTS. 330,000 compounds, 0.34% hits. activation, % at 10 µM. UPR activation; percent of tunicamycin response over DMSO baseline;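 active = at 10 µM dose, activation of 40% or more, normalized to positive control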;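 also: 100% = tunicamycin at 10 µg/mL and 0% = DMSO alone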
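Dosing – one dose, 10 µM in 0.5% DMSO · System – CHO-CHOP cells, stable luciferase reporter of PERK-eIF2a-CHOP signalling · Input – 500 cells/well · Control set – tunicamycin 10 µg/mL final as positive, DMSO-only wells as negative · Timing – 6 h compound treatment, 37 °C · Measure – % activation vs tunicamycin · Technique – luminescence read with Steady-Glo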
TIM10 inh – growth inhibitors of isogenic TIM10 control yeast, primary screen, counter-screen for tim10-1 yeast inhibitor project, luminescence, uHTS; AID 463195, 2010; inhibition, % at 10 µM; S. cerevisiae TIM10 strain growth, BacTiter-Glo luminescence, 24 h; 330,000 compounds, 1.4% hits;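 active = inhibition of 40% or more at the single tested concentration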;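 also: wild-type TIM10 isogenic control strain grown at permissive 25 °C; 0% = DMSO yeast wells and 100% = minimal medium wells without yeast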
tim10-1 inh – growth inhibitors of tim10-1 mutant yeast, primary screen, luminescence, uHTS; 330,000 compounds, 2.2% hits; inhibition, % at 20 µM; S. cerevisiae tim10-1 ts strain growth, BacTiter-Glo, 24 h;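 active = inhibition of at least 40%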;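 also: mutant grown at 25 °C; 0% = DMSO wells with yeast and 100% = wells holding no yeast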
APJ ag – agonists of human apelin receptor APJ, primary screen, CHO-K1 cells, PathHunter beta-arrestin, luminescence; P35414; 0% DMSO wells, 100% apelin; activation, % at 20 µM; 330,000 compounds, 0.11% hits; AID 2520, 2010;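 active = activation more than six SD over the plate average, tested at 20 µM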;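 also: 0% = DMSO alone and 100% = apelin-13 at 10 nM; some results filed as inactive read as strong as hits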
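Material: CHO-K1 APJ beta-arrestin complementation cell line; Input: cell density 1000 per well; Incubation: compound stimulation 90 min at 25 °C, detection 60 min; Signal: luminescence from split beta-galactosidase complementation, Galacton Star/Emerald II substrate; Controls: DMSO-only wells as negative, 10 nM Apelin-13 as positive control.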
Mdm2-MdmX inh – inhibitors of human Mdm2-MdmX association, primary screen, cell-based, luminescence, split luciferase, SaOS-2, uHTS | Protein Mdm4 (Homo sapiens) + E3 ubiquitin-protein ligase Mdm2 (Homo sapiens), … | SaOS-2 split-luciferase Mdm2/MdmX complementation | inhibition, % at 8 µM | 330,000 compounds, 3% hits | AID 485346, 2010;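 active = inhibition of at least 50% at 8 µM in the primary screen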
Target sequence (O15151 whole entry, looked up): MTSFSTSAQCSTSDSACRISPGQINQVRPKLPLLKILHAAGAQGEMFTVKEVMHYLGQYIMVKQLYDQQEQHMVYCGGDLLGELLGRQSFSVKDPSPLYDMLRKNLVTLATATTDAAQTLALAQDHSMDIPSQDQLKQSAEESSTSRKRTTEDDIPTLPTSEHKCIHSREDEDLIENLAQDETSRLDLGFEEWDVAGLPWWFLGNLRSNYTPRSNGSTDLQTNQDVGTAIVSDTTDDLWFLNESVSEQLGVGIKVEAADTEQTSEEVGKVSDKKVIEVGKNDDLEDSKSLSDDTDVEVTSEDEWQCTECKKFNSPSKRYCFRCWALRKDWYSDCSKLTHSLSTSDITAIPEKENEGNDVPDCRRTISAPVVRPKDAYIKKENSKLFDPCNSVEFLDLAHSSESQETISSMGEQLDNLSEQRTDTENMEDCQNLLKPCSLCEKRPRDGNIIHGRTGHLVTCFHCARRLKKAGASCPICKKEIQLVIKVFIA
Target sequence (Q00987 whole entry, looked up): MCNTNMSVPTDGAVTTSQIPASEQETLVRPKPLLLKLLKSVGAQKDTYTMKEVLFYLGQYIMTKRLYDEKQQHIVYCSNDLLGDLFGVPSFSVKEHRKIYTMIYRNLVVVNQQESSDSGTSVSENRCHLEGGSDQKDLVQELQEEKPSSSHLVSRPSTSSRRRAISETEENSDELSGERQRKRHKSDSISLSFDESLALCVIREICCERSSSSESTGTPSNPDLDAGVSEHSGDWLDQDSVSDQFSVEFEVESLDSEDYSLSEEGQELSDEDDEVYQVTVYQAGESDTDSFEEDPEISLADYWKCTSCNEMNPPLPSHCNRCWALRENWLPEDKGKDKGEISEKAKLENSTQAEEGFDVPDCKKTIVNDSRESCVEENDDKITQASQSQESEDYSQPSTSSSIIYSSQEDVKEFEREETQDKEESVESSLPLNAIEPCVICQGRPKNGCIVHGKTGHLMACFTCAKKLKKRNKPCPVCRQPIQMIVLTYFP
UPR XBP1 act – activators of adaptive XBP1 UPR arm, primary screen, cell-based, CHO-XBP1 luciferase reporter, luminescence, uHTS | IRE1-XBP1 UPR activation; percent of tunicamycin response, DMSO as zero | activation, % at 20 µM | 330,000 compounds, 0.33% hits | AID 463104, 2010;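 active = versus positive control, 20 µM dose yields 30% or more activation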;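 also: 100% = tunicamycin at 10 µg/mL and 0% = DMSO only wells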
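Test system: CHO-XBP1 luciferase reporter cells | Buffer or medium: Serum-containing F12 medium, 10% FBS | Schedule: 6 h compound exposure at 37 °C, 5% CO2 | Detection: Steady-Glo luciferase glow luminescence, 10 min after reagent addition | Read-out basis: Activation, % of tunicamycin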
tim23-1 inh – growth inhibitors of tim23-1 mutant yeast, primary screen, luminescence, uHTS; S. cerevisiae tim23-1 growth, BacTiter-Glo luminescence, 24 h; inhibition, % at 20 µM; 330,000 compounds, 1.3% hits; AID 463212, 2010;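 active = growth inhibition of the mutant yeast at or above 50%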;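 also: temperature-sensitive mutant grown at 25 °C; plate controls were DMSO-treated mutant yeast for no effect and medium wells lacking yeast for full effect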
NALP3 yeast inh – NALP3 inflammasome inhibitors in reconstituted yeast, primary screen, luminescence, uHTS | Yeast reconstituted NLRP3/ASC/caspase-1, beta-gal luminescence, 24 h | 330,000 compounds, 0.39% hits | AID 2825, 2010 | inhibition, % at 10 µM;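 active = inhibition of 50% or more; inactive = inhibition below 50%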;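 also: plate controls were induced DMSO wells for no effect and uninduced yeast grown without galactose for full effect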
Active calls of the source: *.

SMILES	NR3A LBD binder	CHOP UPR activ	TIM10 inh	tim10-1 inh	APJ ag	Mdm2-MdmX inh	UPR XBP1 act	tim23-1 inh	NALP3 yeast inh
Cc1ccc2nc(C)c(C(=O)O)cc2c1	0	1.3	-10	6	-5	6	-3	5	-8
CC(=O)Nc1ccc(-c2cc(-c3ccccc3)nc(-c3ccccc3)n2)cc1	36*	-0.4	-6	2	-1	56*	10	-19	5
CSc1nc(O)c(C2OC(=O)c3ccccc32)c(=O)[nH]1 (stereo not given)	1	0.2	1	6	-2	-4	-1	3	-8
CS(=O)(=O)N1CCCC(C(=O)N2CCOCC2)C1 (stereo not given)	-1	-1.6	-3	2	0	19	-1	-1	5
CC(=O)Nc1ccccc1N(CC(O)Cn1c2ccccc2c2ccccc21)S(=O)(=O)c1ccc(C)cc1 (stereo not given)	13*	1.3	9	35	2	37	2	10	12
O=C(NCCc1ccccc1)C(=O)N/N=C/c1ccc2c(c1)OCO2	-1	-0.4	-9	-18	-2	29	6	-12	2
COc1ccc(S(=O)(=O)N2CCOCC2)cc1NC(=O)Cn1nnc2ccccc2c1=O	0	-0.1	6	16	-1	19	-1	-6	0
CCOC(=O)c1sc(=NC(=O)c2ccc(C)cc2)n(C)c1C	1	5.4	42*	9	3	-124	1	35	21
NC(=O)CC(NC(=O)c1cccc(Br)c1)c1ccc(N2CCC(Br)CC2)c([N+](=O)[O-])c1 (stereo not given)	-3	-2.2	7	-7	12	-12	-3	7	11
CC1(C)CC(NC(=O)c2sc3cc(Cl)ccc3c2Cl)CC(C)(C)N1	0	3.8	22	24	-2	87*	4	29	12
CC12CN3CC(C)(CN(C1)C3c1ccc([N+](=O)[O-])o1)C2=O (stereo not given)	1	-0.1	0	11	-2	-7	3	-2	-1
Cc1nc2cc(F)ccc2n1C1CCN(C(=O)c2c(F)cccc2F)CC1	-1	-1.9	14	3	-3	6	-1	7	17
N#Cc1c(F)cccc1NCCCn1ccnc1	0	-0.7	12	-9	-4	13	-1	-14	9
Cc1ccc(-c2csc(NC(=S)NC(=O)c3cc4ccccc4o3)n2)cc1	1	3.0	-7	-4	-4	-11	-1	1	2
CC(C)CC(COCc1ccc([N+](=O)[O-])cc1)N1CCN(C(=O)c2ccc(C(F)(F)F)cc2)CCC1=O (stereo not given)	-2	-0.3	7	19	-3	9	-1	25	7
CCCCn1c(N)c(N(CC)C(=O)CSCc2ccc(C)cc2)c(=O)[nH]c1=O	0	1.8	8	13	5	-2	-3	9	2
CC1CC(C)CN(c2ncnc3c2cnn3-c2ccc(Cl)cc2)C1 (stereo not given)	0	-2.2	2	18	0	43	2	18	9
N#Cc1ccc(OCC(=O)N2CCN(S(=O)(=O)c3cccs3)CC2)cc1	1	-2.4	-27	12	-1	26	0	6	16
COc1cc(/C=C/C(=O)OCC(=O)NC(=O)NC(C)C)cc(S(=O)(=O)N2CCc3ccccc32)c1OC	-6	3.1	-3	16	4	30	2	23	5
CN(C)C(=O)c1ccc(Nc2nc(-c3cccs3)nc3ccccc23)cc1	-7	4.9	29	16	2	28	10	36	24
CC1=NN(C(N)=S)C(=O)C1N=Nc1ccc(O)cc1 (stereo not given)	-2	0.9	8	-3	-5	2	7	1	33
Cc1cccc([C@@H]2[C@@H]3C(=O)N(Cc4ccccc4)C(=O)[C@@H]3[C@]3(Cc4ccccc4)C(=O)N(c4cccc(Cl)c4)C(=O)N23)c1	4	0.1	14	2	-3	21	-2	19	-3
COc1ccc(CC2(CO)CCN(Cc3ccc(NC(C)=O)cc3)CC2)cc1	-1	-0.5	-17	0	-3	-11	-2	9	12
CCc1ccc(-c2ccc3nnc(SCC(=O)NCC4CCCO4)n3n2)cc1 (stereo not given)	-1	3.1	8	11	7	22	10	-1	26
O=C(CSc1nnc(-c2ccc(O)cc2)n1Cc1ccco1)N1CCc2ccccc2C1	2	1.0	14	29	-1	-3	0	22	3

4 entries picked at random from the list so far, as already listed:
SMILES	NR3A LBD binder	CHOP UPR activ	TIM10 inh	tim10-1 inh	APJ ag	Mdm2-MdmX inh	UPR XBP1 act	tim23-1 inh	NALP3 yeast inh
CCc1ccc(-c2ccc3nnc(SCC(=O)NCC4CCCO4)n3n2)cc1 (stereo not given)	-1	3.1	8	11	7	22	10	-1	26
CC(C)CC(COCc1ccc([N+](=O)[O-])cc1)N1CCN(C(=O)c2ccc(C(F)(F)F)cc2)CCC1=O (stereo not given)	-2	-0.3	7	19	-3	9	-1	25	7
CC1(C)CC(NC(=O)c2sc3cc(Cl)ccc3c2Cl)CC(C)(C)N1	0	3.8	22	24	-2	87*	4	29	12
NC(=O)CC(NC(=O)c1cccc(Br)c1)c1ccc(N2CCC(Br)CC2)c([N+](=O)[O-])c1 (stereo not given)	-3	-2.2	7	-7	12	-12	-3	7	11

Next section:
SMILES	NR3A LBD binder	CHOP UPR activ	TIM10 inh	tim10-1 inh	APJ ag	Mdm2-MdmX inh	UPR XBP1 act	tim23-1 inh	NALP3 yeast inh
NS(=O)(=O)c1cccc(NC(=O)CN2CCN(Cc3ccc4c(c3)OCO4)CC2)c1	1	-1.6	-16	7	-3	9	-4	4	8
COc1ccc(Cl)cc1S(=O)(=O)N1CCN=C1c1ccccc1	1	1.8	4	9	-2	13	-5	7	4
Cc1cccc(NC(=O)CSc2nnc(NC(=O)CN3CCOCC3)s2)c1	-2	-2.7	-5	-7	-2	16	2	6	16
O=C(/C=C/c1ccccc1[N+](=O)[O-])Nc1ccccc1	6	2.7	38	3	-2	-147	0	7	27
CCOC(=O)c1cc2c(=O)n3ccccc3nc2n(C)c1=NC(=O)c1c(-c2c(F)cccc2Cl)noc1C	0	1.5	6	3	-3	-1	5	26	5
O=C(O)c1ccc(/C=C2\SC(=S)N(Nc3ccccc3)C2=O)cc1	1	0.0	2	-1	-4	-20	-2	9	1
CCOc1ccc(OCC)c(NC(=O)Cn2c(C)nc3ccccc3c2=O)c1	-2	-0.5	-1	12	-3	15	1	10	23
Cc1ccc(C(=O)COC(=O)CNC(=O)c2ccccc2)s1	0	-0.9	-1	0	-4	-13	-2	0	19
Cn1c(=O)[nH]c(=O)c2c1nc(N1CCCCC1)n2CCCSc1nc2ccccc2s1	2	1.9	38	32	-2	-4	8	27	0
Cn1c(CN2CCCC2)nc2cc(NS(=O)(=O)c3ccc(Cl)cc3)ccc21	-1	0.4	-8	2	-5	8	-2	-5	-5
O=C(NC1CCCC1)C1=COCCO1	0	-2.1	-4	-3	-7	-16	-3	-5	5
O=C(Oc1ccc(C(=S)N2CCCCC2)cc1)c1ccccc1	1	0.2	8	36	-3	3	4	30	11
C(=NC12CN3CN(CN(C3)C1)C2)c1ccc2c(c1)OCO2	-1	-1.1	-9	5	-2	25	-1	11	16
COc1ccc(Cl)cc1NC(=O)CC(C)c1ccccc1 (stereo not given)	-29	-1.4	10	11	-1	7	-1	31	18
Cc1sc(NC(=O)C2=COCCO2)nc1-c1ccc(Cl)cc1	-6	2.8	2	9	-7	7	6	7	35
COc1cc(C(=O)NNC(=O)c2ccc(S(=O)(=O)N3CCCCC3)cc2)cc(OC)c1OC	10	-0.5	2	1	2	-9	-2	16	5
CC(C)(C)c1ccc(OCc2ccc(C(=O)Nc3cccnc3)o2)cc1	-22	-0.6	22	19	3	-8	-11	6	20
CCOC(=O)N1CCN(C(=O)c2cnn3c(C(F)(F)F)cc(-c4cccs4)nc23)CC1	1	0.8	4	16	4	4	-1	4	7
Cc1cccc(C(=O)N2CCCC(Nc3ccc(C(C)C)cc3)C2)n1 (stereo not given)	1	0.1	5	14	-5	-5	-2	9	2
COc1ccc(-c2coc3cc(O)cc(O)c3c2=O)cc1OC	-15	3.9	14	-2	-1	-17	1	4	10
COc1ccc(CCNC(=O)CSCc2n[nH]c(=O)[nH]2)cc1OC	0	-1.1	0	-7	-1	15	-1	-4	2
CC1CN(C(=O)CCC(=O)NCc2ccccc2)c2ccccc2O1 (stereo not given)	-2	2.4	0	21	-4	-2	-1	18	16
Cc1cc(C)cc(OCc2ccc(C(=O)N3N=C(C(F)F)CC3(O)C(F)F)o2)c1 (stereo not given)	0	0.4	35	33	-4	25	2	19	21
COC(=O)c1ccccc1S(=O)(=O)N1CCC(NC(=O)C(Cc2cccc(OC)c2OC)NC(C)=O)CC1 (stereo not given)	-1	0.9	0	-5	-2	4	-5	-5	16
Cc1cccc(NC(=O)c2ccccc2NC(=O)CCC(=O)O)c1	0	-0.6	-11	12	6	20	2	22	4

Additional structures
SMILES	NR3A LBD binder	CHOP UPR activ	TIM10 inh	tim10-1 inh	APJ ag	Mdm2-MdmX inh	UPR XBP1 act	tim23-1 inh	NALP3 yeast inh
O=C(N/N=C/C(Br)=C\c1ccccc1)c1n[nH]c2c1CCC2	3	4.6	34	18	-3	9	35*	37	-1
CCOc1ccc(CCNC(=O)COC(=O)Cc2ccc(F)cc2)cc1OCC	1	0.7	6	22	-1	-16	1	14	17
Nc1ncc([N+](=O)[O-])c(N2CCCCCC2)n1	0	-0.7	8	-18	-4	75*	-5	7	-2
COc1ccc(C(CNC(=O)C(C)c2ccc3cc(OC)ccc3c2)N(C)C)cc1 (stereo not given)	-2	4.0	6	9	1	24	5	10	14
CNS(=O)(=O)c1cccc(C(=O)OCC(=O)Nc2ccccc2F)c1	0	-0.8	-1	-10	-3	16	0	9	3
O=C(Nc1ccccc1)c1ccc(S(=O)(=O)N(CCO)CCO)cc1	-1	0.3	-10	-3	-1	-9	2	4	-2
COc1ccc(C2(C(=O)Nc3c(C)n(C)n(-c4ccccc4)c3=O)CCCC2)cc1OC	0	-1.3	6	1	6	-4	1	16	5
CCOc1ccc(N2C(=O)CC(N3CCOCC3)C2=O)cc1 (stereo not given)	-1	-0.2	16	0	3	-1	2	21	-8
CCSc1nc(O)cc(=O)n1CC	0	0.2	-10	20	0	13	-1	13	-1
O=C(O)CCC(=O)Nc1ccc(-c2nc3ccc(C(=O)c4ccccc4)cc3[nH]2)cc1	-1	3.5	5	-24	0	-22	1	4	16
O=C(O)C1CC=CCC1C(=O)N1CCCC1 (stereo not given)	2	-1.2	-9	8	0	18	1	5	-12
CCOC(=O)Cn1c(=O)c2c(nc(Br)n2Cc2ccccc2Cl)n(C)c1=O	1	0.0	19	-1	-8	18	0	0	-28
COc1ccc(CSc2nc(C)cc(=O)[nH]2)cc1	0	-0.2	5	10	-2	6	1	15	24
O=C(CCNC(=O)C1CCN(S(=O)(=O)c2ccc(F)cc2)CC1)NCCc1ccc(Cl)cc1	0	1.9	-7	18	0	7	-4	13	16
O=C(O)CCc1ccc(-c2ccc(F)cc2)n1NC(=O)c1ccco1	-1	-1.6	1	4	-5	-1	-4	-5	10
